T cell modulator – T cell immune modulators affecting CD8 T cell-vesicle binding; 2C CD8+ T cell-vesicle binding, flow cytometry; active compounds read low; calls only at 7 µM; hit rate 0.068% among 330,000; AID 2052;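 active means response, share of CD8 T cells binding vesicles, and their 90th percentile fluorescence all below set limits, cut at about 80% in these data, passing the limit was not always enough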
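Benchmarks: naked versus QL9-loaded vesicles / Assay system: purified 2C TCR transgenic mouse naive CD8+ T cells / Technique: high-throughput flow cytometry with anti-B7-1 and anti-CD8 staining / Timing: Cell–vesicle co-incubation 1.5 h at 37 °C, staining 20 min on ice / Read-out: percent CD8+ FL2 mean versus row control / Probe or stimulus: QL9-loaded Drosophila micro-vesicles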
Insulin prom up – MIN6 insulin promoter up-regulation; MIN6 insulin promoter-GFP reporter, high-content imaging; active compounds read high; z-score at 5 µM; hit rate 0.3% among 190,000; AID 1625;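 active means z-score above 3 at 5 µM with at least 500 cells counted in the well; inconclusive means wells under 500 cells, flagged as cytotoxic or low count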
Autophagy mod – autophagy modulation, high-content screen | MEF GFP-LC3 puncta imaging; test concentration mostly 10 µM | calls only at 10 µM (by protocol) | hit rate 0.98% among 190,000 | AID 463193;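 active means percentage of spot-positive cells more than 3 SD above its plate mean, without a fluorescence outlier flag or 80% toxicity; inconclusive means no clear call, values can overlap the other calls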;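 further: spot-positive cell cutoff set from DMSO-treated cells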
PMI inhibition – human PMI inhibitors, high substrate, primary screen, biochemical, fluorescence intensity, high mannose 6-phosphate (AID 1220); recombinant PMI enzyme, coupled fluorescence intensity; higher % means a stronger effect; hit rate 0.66% among 190,000; one-dose inhibition, % at 20 µM; IC50 in µM for titrated hits
PMI inhibitors – inhibitors of human PMI, primary screen, biochemical, fluorescence intensity, coupled assay (AID 1209); purified PMI enzyme, coupled fluorescence intensity; higher % means a stronger effect; one-dose inhibition, % at 20 µM; IC50 in µM for titrated hits; hit rate 0.42% among 190,000;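 further: plate controls were DMSO vehicle for no effect and wells lacking substrate for full effect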
MT stabilize HCS – stabilizes microtubules in HeLa cells. HeLa tubulin immunostaining HCS, 24 h; share of cells brighter than vehicle mean+2SD. % tubulin-high responders, % at 10 µM. hit rate 0.83% among 200,000. AID 2205;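 active means plate Z-score above 3 for both tubulin-high and condensed-nucleus cell shares, with cell loss under 80%, at 10 µM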;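 further: anti alpha tubulin signal scored within the nucleus-defined area of each cell; some results filed as inactive read as strong as hits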
Lipid droplet – hepatic lipid droplet formation modulation; AML12 mouse hepatocytes, oleate lipid droplets, BODIPY imaging; inhibition, % at 6.5 µM; hit rate 0.4% among 240,000; AID 1656;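 active means lipid droplet intensity inhibited by at least 50%, with more than 500 cells counted; inconclusive means wells with under 300 cells, treated as cytotoxic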
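System: AML12 hepatocytes (mouse). Probe or stimulus: oleic acid at 100 µM to induce lipid droplet formation. Times: overnight treatment with compound plus oleate. Detection: Image-based BODIPY and DAPI two-channel analysis. Evaluation: percent inhibition of filter-corrected integrated lipid droplet intensity per well.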
TNAP activation fold – stimulation of alkaline phosphatase TNAP activity – biochemical, luminescent, no phosphate acceptor, uHTS, primary screen (AID 1001). purified TNAP, luminescent activation assay, no phosphate acceptor; higher activation fold means a stronger effect. activation fold at 20 µM; hits with a dose series show EC50 in µM. hit rate 0.03% among 200,000; in the data active means activation fold from about 3, or a potency from the dose series; inactive means the rest, 99 in 100 with activation fold below about 1.6; further: many of its hits are not listed in these tables
b-catenin transl – modulators of beta-catenin nuclear translocation | nuclear translocation activity, % at 5 µM | AID 1665 | hit rate 0.3% among 190,000 | HeLa beta-catenin nuclear translocation, immunofluorescence imaging;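 active means nuclear translocation activity above 50% at 5 µM, with a well cell count of 50 or more; inconclusive means wells under 50 cells across six images, flagged as toxic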;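 further: per-cell ratio of nuclear to cytoplasmic median beta-catenin stain intensity; plate controls were DMSO negative control for no effect and GSK-3 inhibitor IX positive control for full effect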
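System: Human HeLa cells, endogenous beta-catenin | Compound dosing: 5 µM primary, 0.02–20 µM confirmation | Timing: 24 h compound exposure at 37°C, 5% CO2 | Measured by: Fluorescence imaging of beta-catenin antibody stain plus DAPI | Read-out basis: % activation of per-cell nuclear versus cytoplasmic median beta-catenin signal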
Insulin prom up cell count – also measured in Insulin prom up; calls as there; cell count; measured here: cytotoxicity, nuclei count;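 total cells summed across four imaged fields per well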
Lipid droplet cells 6.5 µM – also measured in Lipid droplet; calls as there; cell count; measured here: cell count, cytotoxicity flag;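 cells counted across two imaged fields per well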
b-catenin transl cell count 5 µM – second read-out of b-catenin transl, no call of its own (marks repeat the call); cell count; measured here: cell count, cytotoxicity flag
T cell modulator vesicle-bound % – also measured in T cell modulator; calls as there; double positive events, %; measured here: CD8+ vesicle-bound cell fraction;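 binding gate set so that unloaded-vesicle control wells show 10% double positive cells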
MT stabilize HCS Hoechst-high % – further read-out of MT stabilize HCS, marked with its call; % Hoechst-high responders; measured here: nuclear condensation Hoechst responders;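 share of cells brighter than vehicle mean plus two SD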
MT stabilize HCS cytotoxicity % – second read-out of MT stabilize HCS, no call of its own (marks repeat the call); toxicity, %; measured here: cytotoxicity by cell density;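 0% = mean cell density of plate MIN control wells and 100% = no cells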
Autophagy mod cell loss 18 h – second read-out of Autophagy mod, no call of its own (marks repeat the call); toxicity, %; measured here: cell loss, nuclei count;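 cell loss after 18 h compound exposure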
The depositor's hits bear a star; i = inactive; ? = inconclusive; . = no result given; + = active, no number. Unless noted, no stated cut-off is given here; in the data, active means inhibition above about 50%; inactive means the rest.

SMILES	T cell modulator	T cell modulator vesicle-bound %	Insulin prom up	Insulin prom up cell count	Autophagy mod	Autophagy mod cell loss 18 h	PMI inhibition	PMI inhibitors	MT stabilize HCS	MT stabilize HCS Hoechst-high %	MT stabilize HCS cytotoxicity %	Lipid droplet	Lipid droplet cells 6.5 µM	TNAP activation fold	b-catenin transl	b-catenin transl cell count 5 µM
CC(=O)Nc1ccc(Nc2ncnc3c2cnn3-c2ccc(C)cc2C)cc1	i	38	-0.04	718	i	-11	3%	12%	3.6	1.9	8.7	-1	751	1.1	3.6	1146
COc1ccc(OCC(O)CNC(=O)c2ccccc2)cc1 (stereo not given)	i	19	-0.39	1402	.	.	.	.	.	.	.	5	725	.	0.2	1332
CNC(=O)N(C1=NCCCCC1)c1ccc(Br)cc1	i	42	-0.03	1474	i	2	8%	16%	2.4	2.5	8.1	7	690	1.1	0.5	1120
C=CCn1c(NC)cc(=O)n(C)c1=O	i	47	-0.33	1451	i	5	-8%	-10%	4.7	4.2	7.0	.	.	1	2.2	1345
CCN(CC)C(=O)c1ccc2c(c1[N+](=O)[O-])C(=O)c1ccccc1C2=O	i	17	0.49	1456	i	-7	30%	-22%	4.2	3.0	9.2	14	617	1.1	1.5	1019
N#CCCN(C(=O)COc1ccc(Br)cc1F)c1ccc(F)cc1	i	18	-0.88	1158	i	-5	-4%	-5%	4.3	2.2	2.7	-21	701	1.1	-1.6	1044
COc1cccc(OC)c1C(=O)Nc1ccc(N2CCCCC2)cc1	i	53	-0.54	1293	i	0	-3%	1%	2.0	2.3	6.4	1	761	1.1	-5.7	1196
COc1ccc(-n2nc(C(=O)NCC(=O)NCCCN3CCCCCC3)c3ccccc3c2=O)cc1Cl	i	25	0.16	1154	i	13	-11%	-13%	3.1	3.4	6.2	-7	692	1.1	2.6	1028
COc1cccc2c(=O)n(CC(=O)N3CCN(c4ccccc4)CC3)ccc12	i	27	0.12	1162	i	-3	0%	-2%	7.7	1.9	8.4	7	731	1.1	1.6	1185
CC(C)(C)c1ccc(Oc2ccc(NC(=O)c3ccccc3C(=O)O)cn2)cc1	i	55	-0.15	1433	.	.	.	.	.	.	.	-12	703	.	-1.7	1190
C=CCN1C(=O)C(CC(=O)NCC)SC1=Nc1ccc(S(N)(=O)=O)cc1 (stereo not given)	i	48	.	.	i	-4	-4%	-4%	3.1	2.3	2.5	-34	735	1	1.5	1103
Cc1ccc(NC(=O)CSc2nc(=O)cc(N)n2-c2ccccc2)cc1	i	49	0.36	751	i	-10	-8%	2%	1.7	1.0	4.1	1	769	1.1	1.2	988
C=CCNC(=S)N1CCC(C(N)=O)CC1	i	50	2	869	i	-8	5%	7%	4.7	2.4	5.9	4	713	1.1	-2.8	1115
C/C(=N/OC(=O)c1cccc(Cl)c1)c1nccs1	i	49	0.05	1534	i	2	3%	6%	1.2	0.9	12	.	.	1.1	0.7	1355
COC(=O)Nc1cc(C(F)(F)F)ccc1N1CCN(c2ccccc2)CC1	i	20	1.4	1341	i	23	16%	15%	3.0	2.0	1.1	3	735	1	.	.
Cc1ccc2nc(NC(=O)CSc3nncc(=O)n3N)sc2c1	i	21	0.14	1153	i	9	-14%	-4%	2.6	1.5	1.7	-35	688	1.2	-1.6	1007
On1c(-c2ccccc2Cl)nc2ccccc21	i	54	-0.07	1244	i	21	11%	1%	1.8	2.0	2.9	.	.	1	0.4	1050
O=C(Nc1ccc(Cl)cc1)c1sccc1-n1cccc1	i	57	-0.46	1269	i	5	13%	13%	4.1	3.2	6.6	-20	716	1.1	-1.2	1078
O=c1nccc(Nc2ccccc2)[nH]1	i	54	0.05	1460	.	.	.	.	.	.	.	6	722	.	-3.0	1222
Cc1nn(Cc2cccc(C(=O)NC(C)c3ccc(C(C)(C)C)cc3)c2)c(C)c1[N+](=O)[O-] (stereo not given)	i	34	-0.04	865	i	-7	1%	12%	2.0	1.3	7.1	.	.	1.1	.	.
O=C(Nc1cccc([N+](=O)[O-])c1)c1ccc(N2CCCC2=O)cc1	i	45	0.51	1361	i	-9	0%	0%	3.5	3.6	7.9	12	717	1.1	-3.6	1085
Cc1ccc(/C(N)=N/OC(=O)Cc2cccc3ccccc23)cc1	i	48	-0.05	1579	i	-4	0%	-2%	3.3	3.0	6.3	-2	632	1	-6.7	1039
CCOC(=O)c1sc(NC(=O)C(C)Sc2nnc(N)s2)nc1C (stereo not given)	i	38	-0.29	1475	i	-20	17%	14%	2.8	1.1	11	13	737	1	-2.2	1010
CC1CCC(=NNC(=O)Cc2cccn2C)CC1 (stereo not given)	i	45	0.87	1347	i	12	19%	6%	2.9	1.4	9.4	22	699	1.1	-1.8	1025
CCOc1ccc2ccccc2c1C(=O)N1CCN(c2ccccc2)CC1	i	23	-0.15	1147	+	28*	18%	16%	47*	38*	43*	-47	641	1.1	1.3	979

Quoted at random: two compounds from above, in no set order.
SMILES	T cell modulator	T cell modulator vesicle-bound %	Insulin prom up	Insulin prom up cell count	Autophagy mod	Autophagy mod cell loss 18 h	PMI inhibition	PMI inhibitors	MT stabilize HCS	MT stabilize HCS Hoechst-high %	MT stabilize HCS cytotoxicity %	Lipid droplet	Lipid droplet cells 6.5 µM	TNAP activation fold	b-catenin transl	b-catenin transl cell count 5 µM
O=C(Nc1ccc(Cl)cc1)c1sccc1-n1cccc1	i	57	-0.46	1269	i	5	13%	13%	4.1	3.2	6.6	-20	716	1.1	-1.2	1078
Cc1ccc(NC(=O)CSc2nc(=O)cc(N)n2-c2ccccc2)cc1	i	49	0.36	751	i	-10	-8%	2%	1.7	1.0	4.1	1	769	1.1	1.2	988

Back to the main list with the 2 entries that preceded the break.
SMILES	T cell modulator	T cell modulator vesicle-bound %	Insulin prom up	Insulin prom up cell count	Autophagy mod	Autophagy mod cell loss 18 h	PMI inhibition	PMI inhibitors	MT stabilize HCS	MT stabilize HCS Hoechst-high %	MT stabilize HCS cytotoxicity %	Lipid droplet	Lipid droplet cells 6.5 µM	TNAP activation fold	b-catenin transl	b-catenin transl cell count 5 µM
CC1CCC(=NNC(=O)Cc2cccn2C)CC1 (stereo not given)	i	45	0.87	1347	i	12	19%	6%	2.9	1.4	9.4	22	699	1.1	-1.8	1025
CCOc1ccc2ccccc2c1C(=O)N1CCN(c2ccccc2)CC1	i	23	-0.15	1147	+	28*	18%	16%	47*	38*	43*	-47	641	1.1	1.3	979
CCCC(C)NC(=O)CSc1nnc(-c2c[nH]c3ccccc23)o1 (stereo not given)	i	59	-0.69	1348	i	7	-4%	-2%	2.2	1.9	2.6	9	675	1	-2.6	1075
O=C(NCCN1CCN(c2ccccc2)CC1)C1CCN(S(=O)(=O)c2cccc3nonc23)CC1	i	49	0.03	1098	i	-9	-1%	-1%	4.6	2.6	4.3	.	.	1	-0.5	1454
Cc1c(OCc2ccccc2)cccc1OCc1ccccc1	.	.	?	.	i	2	5%	8%	2.4	3.6	8.0	4	737	1	.	.
Cc1cc(NCCCN2CCOCC2)n2c(nc3ccccc32)c1C#N	i	40	-0.06	880	i	4	42%	14%	5.0	2.8	2.3	.	.	1.1	-1.0	1153
O=C(Nc1ccc(Cl)cc1C(F)(F)F)C(Sc1nnc(-c2cccs2)o1)c1ccccc1 (stereo not given)	i	47	0.34	1421	i	-14	-7%	9%	14*	54*	24*	-13	658	1.1	33	669
CCNC(=O)C1CC(=O)N(Cc2ccc3c(c2)OCO3)C(=Nc2ccc(OCC)cc2)S1 (stereo not given)	i	57	0.08	1393	i	-10	15%	16%	1.4	1.7	11	-4	703	1	.	.
NC(=O)c1cc([N+](=O)[O-])ccc1NCc1cccnc1	i	27	-0.49	1179	i	-1	9%	-13%	2.2	2.5	5.2	3	730	0.9	-0.8	1048
O=C(CN1CCN(C(=O)c2cccs2)CC1)Nc1ccc(Br)cc1	i	35	-0.07	1814	i	7	4%	0%	5.6	3.7	7.2	-3	609	1	0.1	1061
Cc1cccc2c1-c1sc(C(=O)Nc3nccs3)cc1CO2	i	9	-0.27	1008	i	7	8%	9%	9.2	1.5	10	.	.	1.1	.	.
CC1(C)CC(=O)C(N=Nc2cccc(F)c2C#N)=C(O)C1	i	34	0.51	992	.	.	.	.	.	.	.	17	652	.	0.9	1306
Cc1cc(C)c(C(=O)CSc2nnc(-c3ccccc3Br)o2)cc1C	.	.	-0.01	1240	i	-4	13%	15%	2.7	1.8	6.8	-19	668	1	.	.
CC(=O)c1cccc(NC(=S)NCc2ccco2)c1	i	21	-0.44	1105	i	-11	.	.	3.6	2.9	7.0	-4	686	1	1.8	1607
COC(=O)c1c(NC(=O)COC(=O)[C@@H](NS(=O)(=O)c2ccccc2)C(C)C)sc2c1CCC2	i	39	0.15	1508	i	-11	-6%	4%	3.7	2.5	8.1	-17	625	0.9	1.9	1010
CC(=O)N(Cc1ccccc1)c1ccc(C(=O)O)cc1	i	27	.	.	i	7	-7%	-5%	5.5	4.0	10	.	.	1.1	0.6	1131
Cc1ccc(NC(=O)C(=O)N2CCCC2)cc1Cl	i	53	0.4	1307	i	2	2%	-3%	3.5	2.7	5.1	-25	649	0.9	-2.9	492
CCOc1ccccc1-c1nc(C(N)=O)c2[nH]c(=O)n(-c3cccc(C)c3)c2n1	i	54	-0.03	1430	i	11	13%	18%	3.8	2.1	0.4	.	.	1.3	1.5	968
CCN1CCCc2cc(CN(CCN3CCOCC3)C(=S)Nc3cc(F)cc(F)c3)ccc21	i	60	-0.63	1278	i	7	17%	14%	2.3	1.4	8.1	5	781	1.1	-1.7	1115
Cc1cc(C)c2c(n1)sc1c(O)cc(=O)[nH]c12	i	17	0.96	1304	i	-6	31%	25%	2.9	1.5	0.4	0	711	1.1	.	.
